Source: PubChem (The Scripps Research Institute Molecular Screening Center)
M1 ag parental: counter-screen for M1 agonists: effect in parental CHO-K1 cells; AID 602248; Fluo-8 calcium fluorescence; scaled to maximal ATP response, vehicle zero; 0.48% of 360,000 active; activation, % at 3 µM; in the data active = activation above about 15%;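 note: untransfected CHO-K1 host cells lacking M1 receptor as counterscreen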
M1 PAM: human CHRM1 positive allosteric modulation. P11229. CHO-K1 hM1, Fluo-8 calcium fluorescence, ACh EC20; 0% = ACh EC20, 100% = maximal ACh. activation, % at 3 µM. 0.088% of 360,000 active; in the data active = activation above about 19%, passing the limit was not always enough
CHRM4 antagonist: CHRM4 antagonism in calcium assay; inhibition, % at 3 µM; P08173; CHO-hM4 cells, ACh EC80, Fluo-8 calcium fluorescence; 0.73% of 360,000 active;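 active = inhibition above its plate's cutoff, the mean inhibition of sample wells plus 3 SD, cut at about 27% in these data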;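 note: 0% = acetylcholine EC80 with DMSO and 100% = DMSO without agonist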
Target sequence (P08173 whole entry, looked up): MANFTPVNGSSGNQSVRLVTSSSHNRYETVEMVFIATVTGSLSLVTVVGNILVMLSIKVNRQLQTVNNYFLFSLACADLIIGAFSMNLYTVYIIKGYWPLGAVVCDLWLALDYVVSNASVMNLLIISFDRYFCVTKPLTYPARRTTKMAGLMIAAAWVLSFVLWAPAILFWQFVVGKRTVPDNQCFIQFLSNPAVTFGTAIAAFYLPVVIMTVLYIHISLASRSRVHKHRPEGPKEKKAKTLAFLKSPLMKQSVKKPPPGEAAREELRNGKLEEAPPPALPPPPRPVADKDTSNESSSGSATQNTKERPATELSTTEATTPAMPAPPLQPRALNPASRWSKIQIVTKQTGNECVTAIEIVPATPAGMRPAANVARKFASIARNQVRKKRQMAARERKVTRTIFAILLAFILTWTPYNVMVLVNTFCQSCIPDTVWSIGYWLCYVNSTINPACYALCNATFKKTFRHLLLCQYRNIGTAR
M1 antag: antagonists of human M1 muscarinic receptor | CHO-K1 hM1, Fluo-8 calcium fluorescence, ACh EC80 antagonist | P11229 | inhibition, % at 3 µM | AID 588852 | 1.3% of 360,000 active;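 active = percent inhibition above its own plate's cutoff, namely the mean of that plate's compound wells plus 3 SD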;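 note: peak over basal fluorescence ratio during 140 s after agonist addition; 0% = ACh EC80 plus DMSO and 100% = DMSO alone without agonist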
OXTR potentiate: human OXTR potentiation. CHO-OTR cells, Fluo-8 calcium fluorescence, potentiator mode; 0% = oxytocin EC15, 100% = EC100. activation, % at 3 µM. 0.061% of 320,000 active. AID 2445;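 active = activation above that plate's cutoff, the mean activation of tested compounds plus 3 SD, cut at about 6.6% in these data, passing the limit was not always enough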;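 note: 100% uses oxytocin at 75 nM as the full agonist control; some results filed as inactive read as strong as hits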
Target sequence (P30559 whole entry, looked up): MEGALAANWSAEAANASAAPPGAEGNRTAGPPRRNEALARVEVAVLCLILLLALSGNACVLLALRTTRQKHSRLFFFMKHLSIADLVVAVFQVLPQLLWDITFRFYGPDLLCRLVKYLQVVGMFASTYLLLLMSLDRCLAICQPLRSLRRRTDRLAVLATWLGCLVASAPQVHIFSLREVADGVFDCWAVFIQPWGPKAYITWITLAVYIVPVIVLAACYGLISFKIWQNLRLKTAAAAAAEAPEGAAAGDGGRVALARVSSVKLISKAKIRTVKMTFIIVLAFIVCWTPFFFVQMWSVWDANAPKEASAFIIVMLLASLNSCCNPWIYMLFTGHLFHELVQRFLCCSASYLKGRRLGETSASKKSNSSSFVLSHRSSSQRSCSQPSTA
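System: human OTR in CHO cells / Also added: sub-maximal oxytocin, roughly EC15 / Control set: EC15 oxytocin low, 75 nM oxytocin high / Schedule: 6 min compound pre-incubation at room temperature, 100 s kinetic read / Compound: single-point 3.0 µM / Replication: singlicate / Technique: Fluo-8 calcium dye fluorescence / Read-out basis: % activation of max/min ratio relative to oxytocin controls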
CHO parental Ca: counter-screen: ATP calcium response change in parental CHO cells | 0.63% of 330,000 active | parental CHO-K1, ATP-induced calcium, Fluo-8 fluorescence | inhibition, % at 5.6 µM;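 active = inhibition above that plate's mean sample inhibition plus 3 SD, cut at about 26% in these data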;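 note: 0% = ATP-challenged DMSO wells and 100% = DMSO wells without ATP; some compounds past the cut are filed as inactive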
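Material – parental CHO cells · Reagent – ATP stimulus · Compound – single nominal dose of 5.6 µM per compound · Detection – Fluo-8 fluorescence · Read-out basis – percent inhibition of calcium signal · Controls – ATP-challenged DMSO wells low, unchallenged DMSO wells high · Repeats – no replicates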
M1 ag: agonists of human M1 muscarinic receptor; P11229; AID 588814; CHO-K1 hM1, Fluo-8 calcium fluorescence, agonist mode; 0% DMSO, 100% acetylcholine EC100; activation, % at 3 µM; 0.33% of 360,000 active;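 active = activation above the run's mean compound activation plus 3 SD, cut at about 16% in these data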;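 note: peak over basal fluorescence ratio within a 140 s kinetic read after compound addition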
CHO-K1 Ca antag: nonselective inhibitor or artifact in parental CHO-K1 cells; ATP-induced calcium, Fluo-8 fluorescence; inhibition, % at 3 µM; 0.6% of 360,000 active; AID 602250;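 active = inhibition above a per-plate cutoff, the plate's mean sample inhibition plus 3 SD, cut at about 24% in these data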;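 note: 0% = DMSO plus EC80 ATP and 100% = DMSO alone without ATP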
CHRM4 agonist: CHRM4 agonism in calcium assay | P08173 | CHO-K1 hM4/Gqi5, Fluo-8 calcium fluorescence; vehicle 0%, full acetylcholine response 100% | activation, % at 3 µM | 0.14% of 360,000 active;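 active = activation above the run mean over all test wells plus 3 SD, cut at about 32% in these data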;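 note: peak over basal fluorescence ratio per well then scaled between controls; 0% = DMSO wells and 100% = acetylcholine at EC100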
* hit, by the source's call; nt = not tested or not shown. Rows were taken by chance; any-hit rate near 2.9%.

Order of results – M1 ag parental	M1 PAM	CHRM4 antagonist	M1 antag	OXTR potentiate	CHO parental Ca	M1 ag	CHO-K1 Ca antag	CHRM4 agonist
COc1ccc(OCC(=O)Nc2cc(NC(=O)c3ccco3)ccc2OC)cc1
  1.4	-1	0	-4	4	-25	-2	1	6
COc1ccc(C(=O)N2CC(=O)Nc3ccc(C)cc3C2c2ccccc2)cc1 (stereo not given)
  -0.1	7	-4	-5	nt	nt	-3	-6	0
O=[N+]([O-])c1ccc(/C=N\N2CCN(c3ccc(Cl)cc3)CC2)cc1
  0.7	3	6	-19	-10	6	-2	-6	0
CSc1ccccc1C(=O)NCc1ccccc1
  1.6	11	-7	-12	-4	-6	-6	-11	1
COCCN1C(=O)C(CC(=O)Nc2ccc(C(=O)O)cc2)SC1=Nc1ccccc1 (stereo not given)
  7.9	-5	2	11	-6	4	-3	-2	0
CC(C)=NN/C(N)=N/C(=S)Nc1ccc(C)cc1
  -0.1	0	-7	4	-9	1	-6	13	0
N#Cc1ccccc1Cn1c(=O)n(Cc2ccc(C(=O)NCc3ccco3)cc2)c(=O)c2ccccc21
  -0.4	3	-10	-25	-4	-12	-2	-10	-1
CN(C)S(=O)(=O)c1cccc(C(=O)Nc2n[nH]c(C(F)(F)F)n2)c1
  1.1	16	1	-16	-4	0	-4	-16	1
CC1=CC(C)C(C[N+]2(C)CCCCC2)C(C)C1 (stereo not given)
  0.1	-7	8	10	1	-1	-10	3	1
COc1ccc(/C=N/NC(=O)c2cc3cc(OC)c(OC)cc3[nH]2)cc1
  1.3	-8	-6	13	-17	-14	-2	-2	4

Order of results – M1 ag parental	M1 PAM	CHRM4 antagonist	M1 antag	OXTR potentiate	CHO parental Ca	M1 ag	CHO-K1 Ca antag	CHRM4 agonist
COc1ccc(-n2cnnc2SCC(=O)NC2CC2)cc1
  0.6	8	2	-6	nt	nt	-3	1	0
Cc1ccccc1NS(=O)(=O)c1ccc(C(=O)OCC(=O)NCC(C)C)cc1
  2.5	7	0	-8	-3	-3	-7	-8	3
CC(=O)c1ccc(N2CCN(C(=O)CCC(=O)Nc3ccc4nc(N5CCN(C)CC5)cc(C)c4c3)CC2)cc1
  0.1	11	-7	-16	-5	-12	-11	-13	0
COc1ccc(Cc2nnc(Nc3c(C)cccc3C)o2)cc1OC
  1.2	2	-6	2	-4	-15	-5	-12	0
COCCCN1C(=O)C(CC(=O)NCCN2CCOCC2)CC(C(=O)N(C(C)C)C(C)C)=C1C (stereo not given)
  0.3	0	-13	-12	nt	nt	-2	-10	1
COCCn1c(=O)[nH]c2cc(C(=O)NCCc3ccc(OC)c(OC)c3)ccc2c1=O
  0.7	13	0	-18	-3	-5	1	-7	1
Cc1cccc(NC(=O)c2ccc3c(c2)CCN3S(C)(=O)=O)c1C
  1.6	6	0	-4	-14	-14	-4	-1	4
COc1ccc(C(=O)Oc2ccc3ccc(=O)oc3c2)cc1
  3.1	5	-16	-15	7	-1	-4	-12	8
N#Cc1ccccc1OCC(=O)OCC(=O)NC1CCCCC1
  -0.1	6	-1	-3	nt	nt	-3	17	1
O=C(Cn1cnc2c(cnn2-c2ccc(F)cc2)c1=O)NCCc1ccccc1
  0.0	6	-21	-8	-8	-1	1	-13	1

Order of results – M1 ag parental	M1 PAM	CHRM4 antagonist	M1 antag	OXTR potentiate	CHO parental Ca	M1 ag	CHO-K1 Ca antag	CHRM4 agonist
O=C(O)CCC(=O)N1CCc2cc(S(=O)(=O)N3CC=C(c4ccccc4)CC3)ccc21
  0.7	2	-5	-4	-8	-7	-2	-4	1
COc1ccc(-c2nc3cc(NC(=O)c4ccc5c(c4)OCO5)ccc3o2)cc1
  -0.3	-1	5	19	0	-6	-3	17	0
Cc1cc(=O)n2[nH]c(-c3ccsc3-n3c(C)ccc3C)cc2n1
  2.6	6	-2	3	-18	14	0	-12	1
Cc1cccc2c1CC(C)(C)N=C2C1=C(O)CC(C)(C)CC1=O
  1.1	1	4	-5	-6	-23	-4	-2	1
Cc1ccc2oc(-c3ccc(NC(=O)c4cccnc4)cc3)nc2c1
  3.0	0	-4	9	-12	9	4	-7	10
COc1ccccc1Nc1ccc2c(O)cc(S(=O)(=O)O)cc2c1
  -0.3	24	-11	-13	nt	nt	3	0	-2
COCCN(C(=O)CN1CCN(S(=O)(=O)c2ccc(F)cc2)CC1)c1c(N)n(Cc2ccccc2)c(=O)[nH]c1=O
  0.1	8	-2	-12	1	-8	-6	-5	1
CCC(C)NC(=O)C1c2cc(OC)c(OC)cc2C(=O)N(C)C1c1cccs1 (stereo not given)
  0.5	9	-4	-17	-2	-20	2	-4	0
O=C1Nc2ccccc2Oc2cc([N+](=O)[O-])cc(Oc3ccccc3)c21
  3.9	4	-34	-7	-8	-15	3	3	2
N/C(=N\OC(=O)c1ccccc1Br)c1ccc([N+](=O)[O-])cc1
  -0.1	8	-2	-16	-9	2	-3	-4	2

Order of results – M1 ag parental	M1 PAM	CHRM4 antagonist	M1 antag	OXTR potentiate	CHO parental Ca	M1 ag	CHO-K1 Ca antag	CHRM4 agonist
COc1ccc(-c2ccncc2)cc1OC
  0.1	9	-1	-7	-6	1	-4	-10	-1
CCCC(=O)NC1=C(C#N)C2(CCCCC2)Cc2ccccc21
  -0.2	10	-12	-21	-4	-28	3	-1	1
CNC(=S)NNC(=O)Cn1ccc(C)n1
  0.0	1	4	-3	0	-3	-3	-10	-1
Cc1cc(Sc2ncnc(N)c2[N+](=O)[O-])ncn1
  0.3	6	8	-8	-13	7	-5	-9	1
COc1ccc(OC)c(NC(=O)c2cc(OC(C)=O)cc(C(=O)Nc3cc(OC)ccc3OC)c2)c1
  1.7	10	0	-4	-3	-10	2	30*	12
CCOc1ccc(C(=O)COC(=O)c2cc([N+](=O)[O-])ccc2N2CCOCC2)cc1
  -0.3	-1	-4	-1	-6	-8	-6	-1	5
FC(F)(F)c1cnc(NNC(=S)Nc2ccc(Cl)cc2)c(Cl)c1
  14	-13	12	7	-5	-7	3	15	12
O=C(Nc1ccc2c(c1)OCO2)C1CC(=O)N(c2ccc3c(c2)OCCO3)C1 (stereo not given)
  0.6	11	-10	-13	-20	-20	-2	-9	3
Cc1cccnc1Nc1nc(-c2ccc(O)c(O)c2)cs1
  0.8	15	8	-22	0	4	-4	-23	4
COc1ccc(S(=O)(=O)N(CC(C)C)CC(C)C)c2cccnc12
  0.1	5	-1	-7	-2	-11	-1	0	-2

Order of results – M1 ag parental	M1 PAM	CHRM4 antagonist	M1 antag	OXTR potentiate	CHO parental Ca	M1 ag	CHO-K1 Ca antag	CHRM4 agonist
O=C(O)CSCC(=O)Nc1ccc(Cl)cc1C(F)(F)F
  1.7	3	0	0	-9	-5	-6	1	0
CC(C)C(=O)N1CCCC1(C)C(=O)Nc1ccc2c(c1)OCO2 (stereo not given)
  -0.1	9	-5	0	nt	nt	1	-7	0
Cc1ccc(NC(=O)c2cc(-c3ccccc3)n[nH]2)cc1
  0.9	12	12	-16	nt	nt	-3	-9	0
Clc1ccc(C(c2nnnn2C2CCCC2)N2CCSCC2)cc1 (stereo not given)
  -0.9	-2	0	8	4	-26	-10	-14	1
O=C(CCCn1c(SCC(=O)c2ccc(O)c(O)c2)nc2ccccc2c1=O)NCC1CCCO1 (stereo not given)
  0.4	1	1	6	6	-14	-4	5	1
COc1ccc(C)cc1S(=O)(=O)N(CC(=O)Nc1cc([N+](=O)[O-])ccc1C)c1ccc(C)c(C)c1
  1.1	-7	5	4	-8	-7	-8	-2	2
CCN(CC(=O)NCc1cccs1)C(=O)c1cccc(Cl)c1
  0.5	11	3	-3	-6	-6	1	-9	1
O=S(=O)(c1ccc2c(c1)OCCO2)N1CCN(c2ncnc3sccc23)CC1
  8.2	-7	17	13	-11	40*	0	17	14
CCOc1ccc(CN2CCN(Cc3cnn(CC)c3C)CC2CCO)cc1 (stereo not given)
  -0.6	1	4	9	1	0	-13	8	1
O=C(Nc1ccccc1C(=O)O)c1ccc(NC(=O)C2CCCO2)cc1 (stereo not given)
  0.1	18	0	-22	-1	-7	1	-6	-2

Order of results – M1 ag parental	M1 PAM	CHRM4 antagonist	M1 antag	OXTR potentiate	CHO parental Ca	M1 ag	CHO-K1 Ca antag	CHRM4 agonist
CCc1ccccc1NC(=O)C1CC(c2ccc(OC)cc2)=NO1 (stereo not given)
  -0.3	-8	-6	6	-2	-13	-4	15	2
COc1ccc(C2=Nn3c(nnc3C3CCCCC3)SC2)cc1OC
  0.1	-2	16	-1	-13	-17	-5	1	-3
COc1ccc2cc(-c3[nH]ncc3CN3CCCCO3)ccc2c1
  0.9	15	5	-2	0	2	-5	-5	2
O=C(Nc1ccc(-c2nc3ncccc3o2)cc1)c1ccc(Br)o1
  0.9	-1	-13	-21	2	-2	-2	-4	3
CCn1c(SCC(=O)NCc2ccco2)nnc1-c1ccc(N)cc1
  0.5	2	-3	-18	2	-17	-2	4	0
COc1cccc(C(C)(O)c2nc(-c3ccccc3C)cs2)c1 (stereo not given)
  0.5	-4	-8	-2	nt	nt	-1	3	2
Cc1nccn1CCC(=O)NC1CC(C)(C)Cc2c1cnn2-c1ccccc1 (stereo not given)
  0.2	6	-7	-16	nt	nt	-8	-14	1
c1cncc(COC2CCCN(Cc3nc(-c4cccs4)no3)C2)c1 (stereo not given)
  0.2	14	0	-10	-2	-14	-8	-3	0
CCOc1cc2[nH]c(=S)n(CCCCC(=O)NCc3ccco3)c(=O)c2cc1OCC
  -0.4	12	3	-13	0	-9	-2	2	0

Among those listed so far, eight have an NH in an aromatic ring.
Order of results – M1 ag parental	M1 PAM	CHRM4 antagonist	M1 antag	OXTR potentiate	CHO parental Ca	M1 ag	CHO-K1 Ca antag	CHRM4 agonist
CN(C)S(=O)(=O)c1cccc(C(=O)Nc2n[nH]c(C(F)(F)F)n2)c1
  1.1	16	1	-16	-4	0	-4	-16	1
COc1ccc(/C=N/NC(=O)c2cc3cc(OC)c(OC)cc3[nH]2)cc1
  1.3	-8	-6	13	-17	-14	-2	-2	4
COCCn1c(=O)[nH]c2cc(C(=O)NCCc3ccc(OC)c(OC)c3)ccc2c1=O
  0.7	13	0	-18	-3	-5	1	-7	1
Cc1cc(=O)n2[nH]c(-c3ccsc3-n3c(C)ccc3C)cc2n1
  2.6	6	-2	3	-18	14	0	-12	1
COCCN(C(=O)CN1CCN(S(=O)(=O)c2ccc(F)cc2)CC1)c1c(N)n(Cc2ccccc2)c(=O)[nH]c1=O
  0.1	8	-2	-12	1	-8	-6	-5	1
Cc1ccc(NC(=O)c2cc(-c3ccccc3)n[nH]2)cc1
  0.9	12	12	-16	nt	nt	-3	-9	0
COc1ccc2cc(-c3[nH]ncc3CN3CCCCO3)ccc2c1
  0.9	15	5	-2	0	2	-5	-5	2
CCOc1cc2[nH]c(=S)n(CCCCC(=O)NCc3ccco3)c(=O)c2cc1OCC
  -0.4	12	3	-13	0	-9	-2	2	0
